From PubChem
MmCpn inh: blocks the Methanococcus maripaludis chaperonin Mm-Cpn. 330,000 compounds, 0.031% hits. AID 504842. Potency, µM (titrated, usually from 76.9 µM), without a hit: top-dose activity, negative = inhibition, usual class: inhibitors. purified Mm-Cpn ATPase, ADP Transcreener TR-FRET; also: potency is read from the fitted curve at half-maximal effect; % is scaled to controls: 0 for no effect and ±100 for the full control effect; nearly all actives have a fitted effect of over 80% in size
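Measured: ADP formation by purified Mm-CPN. Conditions: 25 nM protein, 10 uM ATP, Tris pH 7.4 with Mg2+, K+ and DTT, 37°C for 30 min. Detection: Transcreener HTRF after 30 min at room temperature.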
D3 ag: activates the human D3 dopamine receptor | D3R DiscoveRx beta-arrestin cells, luminescence, 90 min | max activation, % | 410,000 compounds, 0.58% hits | P35462 | AID 652048; in the data active = max activation above about 30%; also: 0% is about no effect; mostly tested at two doses, the higher about 12 µM
Target sequence (P35462 whole entry, looked up): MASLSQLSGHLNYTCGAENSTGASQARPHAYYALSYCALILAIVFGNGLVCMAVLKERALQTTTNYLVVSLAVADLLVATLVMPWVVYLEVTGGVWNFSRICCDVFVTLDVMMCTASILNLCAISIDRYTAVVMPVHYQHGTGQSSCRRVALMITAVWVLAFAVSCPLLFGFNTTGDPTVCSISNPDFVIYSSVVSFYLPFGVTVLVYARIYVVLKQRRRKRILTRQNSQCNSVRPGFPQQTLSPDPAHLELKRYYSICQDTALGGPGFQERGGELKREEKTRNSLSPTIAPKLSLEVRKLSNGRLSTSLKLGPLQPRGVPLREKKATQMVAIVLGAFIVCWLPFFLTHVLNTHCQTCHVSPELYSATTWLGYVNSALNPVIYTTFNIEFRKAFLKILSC
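Agonist-mode cell screen: cells plated at 1500/well and incubated overnight at 37 °C, then exposed to library compounds for 90 min at 37 °C. Detection reagent was added for 30–60 min at room temperature, and luminescence was read.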
PTHR1 ag: PTHR1 (human) receptor agonism; Q03431; HEK293 GP2 PTHR1 cells, GloSensor cAMP luminescence, 1 h; Potency, µM (top dose mostly 115 µM), for inactives: at the highest dose activation, usual class: activators; 410,000 compounds, 0.075% hits; AID 743266; also: potency is read from the fitted curve at half-maximal effect; nearly all actives have a fitted effect of over 55% in size; some results filed as inactive show a strong effect at the top dose; inactives centre near -15; many of its hits are not listed in these tables
Target sequence (Q03431 whole entry, looked up): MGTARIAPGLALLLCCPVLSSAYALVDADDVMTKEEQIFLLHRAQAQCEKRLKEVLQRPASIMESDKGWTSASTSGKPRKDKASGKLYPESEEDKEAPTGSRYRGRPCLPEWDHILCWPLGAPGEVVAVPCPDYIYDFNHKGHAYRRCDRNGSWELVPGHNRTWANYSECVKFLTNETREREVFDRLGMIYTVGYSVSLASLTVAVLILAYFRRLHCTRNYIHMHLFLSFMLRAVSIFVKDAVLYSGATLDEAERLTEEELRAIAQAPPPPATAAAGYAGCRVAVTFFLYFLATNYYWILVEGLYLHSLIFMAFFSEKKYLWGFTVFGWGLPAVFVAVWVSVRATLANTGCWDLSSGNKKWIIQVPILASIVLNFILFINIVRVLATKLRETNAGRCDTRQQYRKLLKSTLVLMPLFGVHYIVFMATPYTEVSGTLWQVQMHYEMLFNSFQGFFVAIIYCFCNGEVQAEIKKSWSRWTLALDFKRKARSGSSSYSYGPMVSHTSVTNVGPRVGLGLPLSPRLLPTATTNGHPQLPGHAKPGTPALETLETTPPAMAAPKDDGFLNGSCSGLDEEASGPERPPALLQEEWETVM
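HEK-293-derived GP2 cells expressing PTHR1 and a GloSensor cAMP reporter, 3,000/well, plated overnight, given luciferin plus IBMX (each 0.5 mM as added) for 1 h at 37 °C, then compound for 1 h at 37 °C. Luminescence was read after 15 min at room temperature.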
CCT modulator: cytosolic chaperonin activity modulation; 360,000 compounds, 0.3% hits; purified chaperonin ATPase assay, HTRF ADP detection, 30 min; AID 651819; activity change, % (test concentration not listed), hits read low; in the data active = activity change below about -30%; also: % is scaled to controls: 0 for no effect and ±100 for the full control effect
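We incubate TRiC, 40 or 20 nM final, with library compounds at 76 uM and 10 uM ATP for 30 min at 37 °C. ADP formed is detected with Transcreener HTRF reagents after 30 min at room temperature.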
D3 antag: D3 dopamine receptor (human) antagonism. max response, negative = inhibition, %. P35462. D3R cells, DiscoveRx beta-arrestin luminescence, antagonist mode; active compounds read low. 360,000 compounds, 2.5% hits; in the data active = max response below about -50%; inconclusive = no clear call, values can overlap the other calls; also: % is scaled to controls: 0 for no effect and ±100 for the full control effect; mostly tested at two doses, the higher about 12 µM
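Cells plated overnight at 1500 cells/well, then exposed to library compounds with dopamine controls for 90 minutes at 37 degrees C. DiscoveRx reagent added for 30–60 minutes at room temperature; luminescence read, quantitative HTS format.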
EPAC2 antag: EPAC2 (human) antagonism | Q8WZA2 | EPAC2 GEF exchange of Rap1B-BODIPY-GDP, fluorescence | Potency, µM (titrated, usually from 114 µM), inactives show at the top dose activity, negative = inhibition, actives largely listed as inhibitors | 360,000 compounds, 0.18% hits; also: potency is read from the fitted curve at half-maximal effect; % is scaled to controls: 0 for no effect and ±100 for the full control effect; nearly all actives have a fitted effect of over 45% in size; many of its hits are not listed in these tables
EPAC2 ag: EPAC2 (human) agonism; Q8WZA2; EPAC2 activation, biochemical qHTS; response scale: 100% = 6.5 mM cAMP response; Potency, µM (series often up to 154 µM), without a hit: at the top dose activation, actives largely listed as activators; 360,000 compounds, 0.079% hits; AID 720711; also: potency is read from the fitted curve at half-maximal effect; nearly all actives have a fitted effect of over 50% in size
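Guanine nucleotide exchange by EPAC2 is measured as reduced fluorescence of BODIPY-GDP once it is released from 250 nM Rap1B. Plates are read kinetically for 30 min at room temperature; results are scaled to 6.5 mM cAMP.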
pAkt inh: Akt phosphorylation inhibition; 360,000 compounds, 0.32% hits; activity change, % for hits at 50 µM; Neuro2A IGF-stimulated pAkt S473 HTRF, 20 min; active compounds read low; in the data active = activity change below about -80%; inconclusive = mostly about -51% to -80%; also: % is scaled to controls: 0 for no effect and ±100 for the full control effect
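Single-point screen (50 µM final compound) in Neuro2A cells stimulated 20 min with 6 nM IGF at 37 deg C. After lysis, Ser473-phosphorylated Akt read by HTRF (ex 330 nm, em 615/665 nm) as the 665/615 ratio.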
* hit, by the source's call; i = inactive; ? = inconclusive; / = not tested or not shown; [ ] = another dose, or the depositor's remark. Unless noted, calls follow the shape of the dose curve; as a rule, active = well fitted curve in the direction sought with a large enough effect; inconclusive = small, poorly fitted or top-dose-only effect, or another doubt; inactive = no such curve, though single readings can be large; an effect the other way counts as inactive or inconclusive.

mol	PTHR1 ag	pAkt inh	CCT modulator	EPAC2 antag	D3 antag	D3 ag	MmCpn inh	EPAC2 ag
O=C(c1ccc(CSc2ccc(Cl)cc2)cc1)N1CCOCC1	i	i	1.3	-14%[57.1 µM]	17	1	-2%	12%
Cc1ccc(S(=O)(=O)CCC(=O)NCCc2ccc(Cl)cc2)cc1	i	i	-2.3	-4%	-6	-6	0%	0%
Clc1ccc(-c2ccnc3nc(N4CCOCC4)nn23)c(Cl)c1	?	i	-1.5	?	13	1	/	1%
N/C(=N\OC(=O)COc1ccc(Cl)cc1)c1cccnc1	-11%	i	-0.1	0%	-2	-9	-2%	10%
COc1cc(/C=C2\SC(N)=NC2=O)ccc1OCC(=O)Nc1ccccc1C	-3%	i	-1.6	6%	-1	0	1%	-1%
NS(=O)(=O)c1ccc(CCNC(=O)c2cncc(Br)c2)cc1	-16%[57.5 µM]	i	-0.7	5%	-12	-7	1%	3%
Cc1ccc(C)c(N2CC(O)(c3cccs3)[N+]3=C2CCCC3)c1 (stereo not drawn)	-22%	i	3.1	26%	13	1	-1%	-2%
Cc1[nH]c2ccccc2c1C(C#N)(C#N)C1C(=O)c2ccccc2C1=O	0%	i	-0.8	-13%	-89*	-20	-1%	-22%
COCCNC(=O)c1cn(C)c2ccc(S(=O)(=O)N3CCCCC3)cc2c1=O	i	i	0.6	-3%	19	6	2%	7%
O=C(NC(=S)Nc1ccc(S(=O)(=O)Nc2nccs2)cc1)c1ccc(F)cc1	-21%	i	-2.5	-7%	-9	-2	-4%	11%
COc1cc(/C=C2/NC(=O)NC2=O)cc(Br)c1OCc1cccc(C(=O)O)c1	i	i	-1.9	-19%	-5	8	0%	10%
O=C(CCc1ccccc1)NC1(Cc2ccccc2)CCN(CCc2cccs2)C1=O (stereo not drawn)	i	i	-0.9	-3%	-7	-10	-1%	18%

Part of the list above, reduced to EPAC2 ag and EPAC2 antag.
Structure	EPAC2 ag	EPAC2 antag
COCCNC(=O)c1cn(C)c2ccc(S(=O)(=O)N3CCCCC3)cc2c1=O	7%	-3%
O=C(NC(=S)Nc1ccc(S(=O)(=O)Nc2nccs2)cc1)c1ccc(F)cc1	11%	-7%

Returning to the listing with the 2 entries that preceded the break.
mol	PTHR1 ag	pAkt inh	CCT modulator	EPAC2 antag	D3 antag	D3 ag	MmCpn inh	EPAC2 ag
COc1cc(/C=C2/NC(=O)NC2=O)cc(Br)c1OCc1cccc(C(=O)O)c1	i	i	-1.9	-19%	-5	8	0%	10%
O=C(CCc1ccccc1)NC1(Cc2ccccc2)CCN(CCc2cccs2)C1=O (stereo not drawn)	i	i	-0.9	-3%	-7	-10	-1%	18%
O=c1oc2c(CN3CCCCC3)c(O)ccc2c2c1CCCCC2	-11%[57.5 µM]	i	-2.1	1%	5	-7	-14%	-6%
Cc1ccc(S(=O)(=O)NC(=O)C2(C)CCN2C(=O)c2cccc(F)c2)cc1 (stereo not drawn)	i	i	-3.6	15%	4	1	/	4%
Cc1c(-c2ccc(Cl)cc2Cl)nc2ccccc2c1C(=O)NCCN1CCOCC1	i	i	-1.2	4%	-11	-5	2%	-2%
O=C(NNC(=S)Nc1ccc(F)cc1)C1CC1c1ccc(Cl)cc1 (stereo not drawn)	-12%	i	-1.9	-23%	-24	-8	-1%	-10%
CCN1CCN(CC(=O)c2ccc(C)cc2)CC1	i	i	-1.9	-1%	5	-3	0%	6%
O=C(COC(=O)CCNS(=O)(=O)c1ccccc1)NC(=O)Cc1ccccc1	i	i	0.5	9%	3	-6	1%	-3%
O=C(NC1CCN(Cc2ccccc2)CC1)c1cccc(S(=O)(=O)Nc2ccc(F)cc2)c1	-21%	i	-1.8	-13%	?	-25	0%	2%
CCc1nnc(NC(=O)CCC(=O)N2CCN(c3cc(C)ccc3C)CC2)s1	3%	i	-0.3	-13%	1	-3	2%	-5%
O=C(NCC1CCCO1)c1cn(-c2ccccc2)nc1-c1ccc(F)cc1 (stereo not drawn)	-2%	i	0.2	-6%	-1	-4	1%	8%
COc1cc(OC)cc(C(=O)NCC(=O)OC2CCOC2=O)c1 (stereo not drawn)	0%[57.5 µM]	i	2.8	14%	11	3	-1%	-3%
CCC(C)NC(=O)C1CCC(CNS(=O)(=O)c2ccc3c(c2)CC(C)N3C(=O)C2CC2)CC1 (stereo not drawn)	i	i	-0.8	3%	-4	-3	-2%	15%
Cn1c(COc2ccccc2)nnc1SCC(=O)c1cccc([N+](=O)[O-])c1	i	i	-1.3	0%	5	-7	-1%	7%

Remaining list, next part
mol	PTHR1 ag	pAkt inh	CCT modulator	EPAC2 antag	D3 antag	D3 ag	MmCpn inh	EPAC2 ag
COc1ccccc1CN1CC(C(=O)NC2CCCCC2)CC1=O (stereo not drawn)	-6%[57.5 µM]	i	-2.8	0%	6	2	0%	2%
Cc1ccc(/C=C(\NC(=O)c2ccccc2)C(=O)N2CCCC2C(=O)O)cc1 (stereo not drawn)	-24%	i	-3.1	2%	0	-3	-1%	3%
CN(C)C(=O)N1CCc2ccc([N+](=O)[O-])cc21	i	i	-0.5	-10%	3	-4	/	0%
c1ccc(-c2nnc(Cn3c4ccccc4c4nc5ccccc5nc43)o2)cc1	-32%[inhibitor][57.5 µM]	i	-4.8	5%	-5	-7	/	-6%
O=C(Nc1ccc2c(c1)Cc1ccccc1-2)c1cc2ccccc2o1	-6%[57.5 µM]	?	-0.4	4%	2	4	/	-2%
CNC(=O)c1cc(S(=O)(=O)N2CC(C)OC(C)C2)ccc1N1CCOCC1 (stereo not drawn)	i	i	-5.5	-2%	4	-6	-3%	14%
CC(C)(C)c1ccc(C(=O)NC(=S)N2CCCC2)cc1	-30%[inhibitor]	i	-2.9	3%	-16	0	-2%	7%
CCOc1ccc(NC(=O)C(=O)NCCN2CCN(S(=O)(=O)c3ccc(C)cc3)CC2)cc1	i	i	-0.9	-1%	11	-3	0%	4%
CC1=C(C(=O)NC(C)c2ccccc2)C2(CCC(C)CC2)OC1=O (stereo not drawn)	i	i	-4.1	-6%	-3	4	-2%	1%
N#Cc1ccc(-c2ccc(OCC(=O)NCCc3ccccc3)cc2)cc1	-28%	i	1.7	-2%	15	-1	-2%	-2%
O=C(Nc1ccc(-c2ccc3nncn3n2)cc1)C1CCCCC1	i	i	0.0	10%	11	16	-1%	-5%
O=c1oc(-c2cccs2)nc2ccc(Cl)cc12	i	i	1.7	-11%	37	-5	3%	8%

Next section:
mol	PTHR1 ag	pAkt inh	CCT modulator	EPAC2 antag	D3 antag	D3 ag	MmCpn inh	EPAC2 ag
Cn1c(C(=O)N[C@@H](C(=O)O)c2ccccc2)cc2cc(F)ccc21	0%	i	-2.1	0%	-6	15	0%	7%
COc1ccc(NCc2n[nH]c(=O)c3ccccc23)cc1	-33%	i	-1.3	-1%	?	-2	-1%	-6%
Cc1c(C(=O)NCc2ccc3c(c2)OCCO3)sc(=O)n1Cc1ccccc1C(F)(F)F	-9%	i	0.4	-14%	14	5	/	3%
O=C(O)C12C3CCC(O3)C1(C(=O)O)C1CCC2O1 (stereo not drawn)	-4%	i	-2.2	8%	0	-12	/	4%
Cc1cccc(N=C2NN=C(c3c(C)[nH]c4ccccc34)CS2)c1	i	i	1.7	9%	-10	-7	-10%	-3%
CC(C)OCCCN1C(=O)c2[nH]nc(-c3ccccc3O)c2C1c1cccc(Cl)c1 (stereo not drawn)	-3%	i	-1.5	-9%	56	-1	3%	8%
O=C1CC(=O)N(CCc2ccc(F)cc2)C(=O)N1	i	i	-18	-5%	-21	-4	2%	6%
N=c1c(S(=O)(=O)c2ccc(Cl)cc2)cc2c(=O)n3ccccc3nc2n1C1CCCCC1	i	i	-1.0	-12%	2	5	0%	1%
COC(=O)Nc1ccc(S(=O)(=O)Nc2ncccn2)cc1	i	i	-3.5	2%	-5	-2	3%	11%
CCN(CC)C(=O)CSc1nnc(-c2ccccc2)o1	i	i	2.3	4%	6	4	-3%	4%
CCn1cc(C(=O)NCc2ccc(Cl)cc2)c(=O)c2cc(S(=O)(=O)N(C)C)ccc21	-14%	i	-2.1	-5%	?	-5	3%	14%
O=C(c1[nH]c(C(F)(F)F)nc1-c1ccccc1)N1CCc2c([nH]c3ccccc23)C1	-11%	i	-0.3	-5%	-26	-7	/	0%

Among those listed so far, 3 contain a thiophene ring, fused or not.
mol	PTHR1 ag	pAkt inh	CCT modulator	EPAC2 antag	D3 antag	D3 ag	MmCpn inh	EPAC2 ag
Cc1ccc(C)c(N2CC(O)(c3cccs3)[N+]3=C2CCCC3)c1 (stereo not drawn)	-22%	i	3.1	26%	13	1	-1%	-2%
O=C(CCc1ccccc1)NC1(Cc2ccccc2)CCN(CCc2cccs2)C1=O (stereo not drawn)	i	i	-0.9	-3%	-7	-10	-1%	18%
O=c1oc(-c2cccs2)nc2ccc(Cl)cc12	i	i	1.7	-11%	37	-5	3%	8%

(more compounds)
mol	PTHR1 ag	pAkt inh	CCT modulator	EPAC2 antag	D3 antag	D3 ag	MmCpn inh	EPAC2 ag
COc1ccc(NC(=O)C2(C)Cc3c(-c4cccc(C(N)=O)c4)ccnc3O2)cc1 (stereo not drawn)	-23%	i	0.6	-6%	9	-7	/	10%
O=C(O)C(F)=C1c2ccccc2-c2ccccc21	-13%	i	-0.9	-13%	-13	-2	/	-4%
O=C1N=C(N2CCCC2)S/C1=C\c1ccccc1	-11%[57.5 µM]	i	0.1	22%	-13	0	1%	1%
CC(NC(=O)CNC(=O)c1sc2ccccc2c1Cl)c1cccnc1 (stereo not drawn)	-21%	i	0.0	4%	5	-3	-3%	-5%
COc1ccccc1N1CCN(/N=C/C=C\c2ccco2)CC1	-22%	i	-1.9	6%	-24	4	-1%	6%
Cc1ccc(/C=C(\C#N)C(=O)Nc2cccc(C)n2)cc1	-59%[inhibitor]	i	-1.6	2%	6	0	0%	-1%
CN1CCN(C2CN(Cc3cn(Cc4ccc(Cl)cc4)nn3)S(=O)(=O)C2)CC1 (stereo not drawn)	i	i	-1.4	4%	0	-10	/	-3%
C=CCn1c(N)c(C(=O)N2CCOCC2)sc1=S	i	i	-1.5	7%	2	8	-1%	0%
COCCCNC(=O)CNC(=O)c1nn(-c2ccc(OC)cc2)c(=O)c2ccccc12	i	i	-1.1	2%	9	12	-2%	0%

Only part of the results is shown. The share of hits here may be higher or lower than overall.
